Growth percent in the NCI-60 one-dose screen (48 h, 10 µM unless noted): 100 = growth as untreated, 0 = no growth, -100 = all killed.
IGROV1: IGROV1 ovarian cancer; actives 4.7% (n = 79,000)
DU-145: DU-145 prostate cancer | actives 4.2% (n = 81,000) | AID 1794760
SK-OV-3: SK-OV-3 ovarian cancer cells. actives 3.2% (n = 80,000). AID 1794785
OVCAR-4: OVCAR-4 ovarian cancer cells. actives 3.7% (n = 80,000). AID 1794784
OVCAR-8: OVCAR-8 ovarian cancer | actives 4.4% (n = 81,000)
OVCAR-5: OVCAR-5 ovarian cancer | actives 2.9% (n = 82,000) | AID 1794783
NCI/ADR-RES: NCI/ADR-RES ovarian cells | actives 4.4% (n = 81,000) | AID 1794790
OVCAR-3: OVCAR-3 ovarian cancer; actives 7% (n = 79,000)
Numbers without * were called inactive; . = no result given; & = joins results of further samples; ! = not active in a repeat. The calls were made as follows: active = growth percent below 10; inactive = the rest.

SMILES	IGROV1	DU-145	SK-OV-3	OVCAR-4	OVCAR-8	OVCAR-5	NCI/ADR-RES	OVCAR-3
C=C(C)[C@@H]1CC[C@]2(C(=O)O)CC[C@]3(C)[C@H](CC[C@@H]4[C@@]5(C)C[C@@H](Cc6cn([C@H]7C[C@H](n8cc(C)c(=O)[nH]c8=O)O[C@@H]7CO)nn6)[C@H](O)C(C)(C)[C@@H]5CC[C@]43C)[C@@H]12	102	112	89	70	80	96	105	77
CCCc1nc2c(C)cc(-c3nc4ccccc4n3C)cc2n1Cc1ccc(-c2ccccc2C(=O)O)cc1	113	114	108	97	94	113	90	101
Clc1ccc(CSc2ncc(Br)c(Cl)n2)cc1	117	117	102	.	110	112	107	111
N#CC1=C(c2ccc(Cl)cc2)Nc2c(c(-c3ccccc3)nn2-c2ccccc2)C12C(=O)N(Cc1ccccc1)c1ccccc12 (stereo not drawn)	114	108	119	128	109	105	102	127
CCSc1nc(N)c2c(c1C#N)C(O)(c1ccccc1)NC2=O (stereo not drawn)	106	105	102	109	105	99	104	101
COc1ccc(Cn2cc3c(c2-c2ccccc2)CCc2cnoc2-3)cc1	22	-4.7*	22	55	20	26	4.5*	-11*
Cc1nn2c(CO)c(C)nc2s1	115	115	99	103	101	79	95	109
COc1ccc(CNC(=O)c2c(C)n([O-])c3cc(Cl)c(Cl)cc3[n+]2=O)cc1	.	.	114	119	101	102	98	102
CCOC(=O)c1c(C)nc2c(c1N)C(=O)C(=O)N2Cc1cc(F)cc(Cl)c1	109	103	84	80	91	96	87	99
Cc1ccc(S(=O)(=O)Nc2ccc(-c3cc(-c4cccc(C)c4)c(C#N)c(N)n3)cc2)cc1	61	92	95	54	67	103	87	76
O=[N+]([O-])c1ccccc1/C=N\NC(=S)N/N=C/c1ccccc1[N+](=O)[O-]	15	62	69	99	102	86	14	-27*
CN1CCN(c2ccc(Nc3nc(NCCNC(=O)C4CCCCC4)c4sccc4n3)cc2)CC1	103	92	121	87	93	90	100	106
CC(=O)C(N=Nc1ccc(S(=O)(=O)Nc2nccs2)cc1)C(=O)Nc1ccc(Cl)cc1 (stereo not drawn)	106	113	99	100	106	106	104	105
O=C(O)C(c1ccccc1)c1ccccc1O (stereo not drawn)	102	99	104	112	102	109	105	110
O/N=C\c1cc(-c2ccc(Br)cc2)on1	112	105	121	109	113	102	106	100
COc1ccc(-n2nc(C)c(N=Nc3ccccc3)c2C)cc1	76	93	105	78	97	81	93	77
CCOC(=O)c1c(NCC(=O)Nc2ccccc2[N+](=O)[O-])sc2c1CCCC2	85	102	97	106	102	97	98	98
C=CCN1CCN(c2ccncc2S(=O)(=O)N2CCN(C)CC2)CC1	107	109	107	100	99	104	.	111
COc1cc2cc(Oc3ccc(NC(=O)Nc4cccc(C(F)(F)F)c4)cc3)c(C)nc2cc1OC	8.8*	27	3.4*	32	8.3*	28	7.0*	-0.5*
CO[C@H]1O[C@@H]2COC(=O)CCc3ccccc3C(=O)[C@H]2CC1(OC)OC	106	112	103	112	101	98	105	107

Six compounds drawn at random from the list so far, as already listed:
SMILES	IGROV1	DU-145	SK-OV-3	OVCAR-4	OVCAR-8	OVCAR-5	NCI/ADR-RES	OVCAR-3
CCSc1nc(N)c2c(c1C#N)C(O)(c1ccccc1)NC2=O (stereo not drawn)	106	105	102	109	105	99	104	101
COc1ccc(CNC(=O)c2c(C)n([O-])c3cc(Cl)c(Cl)cc3[n+]2=O)cc1	.	.	114	119	101	102	98	102
C=CCN1CCN(c2ccncc2S(=O)(=O)N2CCN(C)CC2)CC1	107	109	107	100	99	104	.	111
Clc1ccc(CSc2ncc(Br)c(Cl)n2)cc1	117	117	102	.	110	112	107	111
C=C(C)[C@@H]1CC[C@]2(C(=O)O)CC[C@]3(C)[C@H](CC[C@@H]4[C@@]5(C)C[C@@H](Cc6cn([C@H]7C[C@H](n8cc(C)c(=O)[nH]c8=O)O[C@@H]7CO)nn6)[C@H](O)C(C)(C)[C@@H]5CC[C@]43C)[C@@H]12	102	112	89	70	80	96	105	77
COc1ccc(Cn2cc3c(c2-c2ccccc2)CCc2cnoc2-3)cc1	22	-4.7*	22	55	20	26	4.5*	-11*

Continuation.
SMILES	IGROV1	DU-145	SK-OV-3	OVCAR-4	OVCAR-8	OVCAR-5	NCI/ADR-RES	OVCAR-3
c1ccc(CSc2ncccc2-c2nnc(NCCN3CCOCC3)s2)cc1	103	55	102	81	81	103	86	98
COC(=O)c1ccc(NC(=O)c2ccc(-c3cccc(N)c3)o2)cc1	102	105	106	90	103	108	95	107
COc1ccc(/C=N/NC(=O)c2c(N)nn(C)c2Nc2ccccc2)cc1OC	98	104	103	103	96	97	101	.
OC(c1cc(-c2ccc(C(F)(F)F)cc2)nc(C(F)(F)F)c1)C1CCCCN1 (stereo not drawn)	-92*!	-94*!	86&40&24	-30*!	-34*	-33*!	-50*!	8.7*
N#CC1(C#N)C2CCCC(O)(C2(O)O)C1(C#N)C#N (stereo not drawn)	106	115	82	106	107	98	103	116
CCOC(=O)N1C=Cc2ccccc2C1C#N (stereo not drawn)	114	109	102	110	104	108	109	102
Cc1ccc([N+]2=NOC(=O)C2S(=O)(=O)Nc2nc3cc(C)ccc3s2)cc1 (stereo not drawn)	96	109	92	110	98	118	98	98
N#Cc1ccc(-c2ccc3[nH]c(=O)nc(-c4ccccc4)c3c2)cc1	73	101	88	99	84	106	94	97
CCc1ccnc2c(C#N)c(NC(=O)c3ccccc3)nn12	72	110	99	105	97	99	103	101
CC(C)Cc1cccc(C(C)C)c1NC(=O)CCC(=O)N/N=C1\C(=N/NC(=O)CCC(=O)Nc2c(C(C)C)cccc2C(C)C)C(c2ccc3c(c2)OCO3)Oc2ccccc21 (stereo not drawn)	82	88	96	85	89	109	96	88
O=[N+]([O-])c1ccc(/C=C/c2nc(Nc3ccc(Cl)cc3)c3ccccc3n2)cc1	83	93	83	83	71	87	87	96
NNC1C(=O)NC(c2cccc([N+](=O)[O-])c2)c2sc3c(F)cccc3c21 (stereo not drawn)	67	109	99	97	103	98	103	106
CCOC(=O)c1ccc2c(c1)ncn2-c1ccc(NC(=O)Nc2cccc(C)c2)cc1	99	72	98	76	84	85	72	97
CC(C)(C)CC(C)(C)c1ccc(O)c(Cc2ccc(Cl)cc2Cl)c1	-83*	-89*	-87*	-86*	-43*	.	-81*	-94*
CC(C)=CCN	102	115	103	111	111	112	105	118
Cc1ccc(S(=O)(=O)c2nc(-c3ccccc3)oc2SCC(N)=O)cc1	101	101	98	100	111	87	100	95
[C-]#[N+]c1c(-c2cc(OC)c(OC)c(OC)c2)cc(-c2ccc(N)cc2)nc1N	106	114	105	102	95	105	103	111
CC(=O)c1sc(-c2ccc(F)cc2)cc1N	100	100	94	101	94	101	108	101
Cc1ccc(-c2csc(NC(=O)CN3CCN(c4cc(=O)n(-c5ccccc5)c5ccccc45)CC3)n2)cc1	80	90	97	44	92	102	91	92
COc1ccc(-c2cnc3sc4c(-c5ccc(C)cc5)n[nH]c(=O)c4n23)cc1	90	103	125	101	102	100	95	105
OCCN1C[C@@H](O)[C@@H](O)C(O)C1CO (stereo partly drawn)	109	104	111	118	106	88	102	103
CC(C)NC(=O)OCc1c(COC(=O)NC(C)C)c2n(c1-c1ccc(Cl)c(Cl)c1)CCS2=O (stereo not drawn)	115	104	117	100	100	107	100	113
COc1ccc(C2=Nn3c(nnc3-c3ccc(Cl)cc3N)SC2)cc1	114	117	102	103	98	100	115	114
COc1ccc2c(CCc3ccc(Cl)cc3)c3[n+](cc2c1OC)CCc1cc2c(cc1-3)OCO2	41	67	75	24	51	86	101	44
CN(C)CCC=C1c2ccccc2-c2ccccc21	97	110	88	102	99	106	92	106
CC1=CC(=O)C(C(C)C)=CC1=O	108	105	103	108	107	101	107	105
O=C(C[n+]1ccnc2ccccc21)c1ccc2ccccc2c1	87	103	97	97	115	111	109	100
COc1ccc(-c2c[nH]c(C(=O)O)c2-c2cc(OC)c3c(c2OC)OCO3)cc1	103	112	119	100	101	96	99	109
Cc1ccc(S(=O)(=O)CS(=O)(=O)c2ccc(C)cc2)cc1	102&118	109&115	113&108	97&107	100&96	103&100	105&102	106&115
Cc1cc(Cl)ccc1NC(=O)NC(C)(C)COC(=O)Nc1cccc(Cl)c1	69	61	91	45	56	79	30	21
COc1cc2c(cc1OC)-n1c(cnc1-c1ccccc1)N1NC(=O)CN=C21	87	100	102	104	105	104	103	108
CC1=CCC(OC(O)CCC(O)(C(=O)OC2(C)C=CC(O)(C(C)C)CC2)C(C)C)(C(C)C)CC1 (stereo not drawn)	108	118	99	115	101	111	107	113
O=C1c2c(O)ccc(Cl)c2C(=O)c2c(O)ccc(Cl)c21	103	115	104	105	106	94	105	108
C=CCC(O)c1ccc(C(C)C)cc1 (stereo not drawn)	107	113	114	99	108	97	111	113
Cc1cccc(/C=C/c2ccc(NC(=S)NCCCCN(C)C)cc2)c1	-91*	-83*	-66*	-94*	-62*	-94*	-95*	-55*
COC(=O)C1=C(C)NC(=O)NC1c1ccc2c(c1)OCO2 (stereo not drawn)	97	107	96	97	100	100	108	105
Cc1nn(C)c2ncnc(N/N=C/c3ccc(O)cc3)c12	92	98	96	100	99	90	108	91
COC(=O)c1c2c(n3ccccc13)C(=O)c1ccccc1C2=O	57	69	95	77	45	116	65	56
COC1OCCCC1Br (stereo not drawn)	125	121	107	117	101	101	.	122
O=C(NNc1nccc(Nc2ccc(S(=O)(=O)Nc3ccncc3)cc2)n1)C(Cl)(Cl)Cl	104	108	108	102	99	100	103	106

Results in NCI/ADR-RES and OVCAR-3, for some of the entries so far:
mol,NCI/ADR-RES,OVCAR-3
CC(C)NC(=O)OCc1c(COC(=O)NC(C)C)c2n(c1-c1ccc(Cl)c(Cl)c1)CCS2=O (stereo not drawn),100,113
COc1ccc(C2=Nn3c(nnc3-c3ccc(Cl)cc3N)SC2)cc1,115,114
COc1ccc2c(CCc3ccc(Cl)cc3)c3[n+](cc2c1OC)CCc1cc2c(cc1-3)OCO2,101,44
CN(C)CCC=C1c2ccccc2-c2ccccc21,92,106
CC1=CC(=O)C(C(C)C)=CC1=O,107,105
O=C(C[n+]1ccnc2ccccc21)c1ccc2ccccc2c1,109,100

Further entries.
SMILES	IGROV1	DU-145	SK-OV-3	OVCAR-4	OVCAR-8	OVCAR-5	NCI/ADR-RES	OVCAR-3
CCC1Cc2ccc(OCCN(C)C)cc2C1=O (stereo not drawn)	112	117	90	104	104	95	108	109
C#Cc1ccc(-n2c(/C=C/c3c(OC)cc(OC)cc3OC)nc3ncccc3c2=O)cc1	91	111	106	95	96	97	98	100
O=[N+]([O-])c1ccc(/C=N/Nc2ccc3nnc(-c4ccccc4)n3n2)cc1	108	102	137	109	104	130	103	97
O=c1cc(-c2ccccc2)[nH]c(=O)[nH]1	112	108	97	94	104	112	100	99
COc1ccc(C2=NN(C(C)=O)C(c3ccc(Cl)cc3)C2)cc1S(=O)(=O)NNC(=O)c1ccncc1 (stereo not drawn)	97	106	100	101	100	98	101	108
Cc1ccc(S(=O)(=O)OC[C@]23CCC(C)(C)C[C@H]2C2=CC[C@@H]4[C@@]5(C)CCCNC(C)(C)[C@@H]5CC[C@@]4(C)[C@]2(C)CC3)cc1	17	38	103	23	-14*	85	52	76
C#CCn1c2c(c3ccccc31)C[C@]1(C)[C@H]3CC=C4[C@@H]5CC(C)(C)CC[C@]5(C(=O)OC)CC[C@@]4(C)[C@]3(C)CC[C@H]1C2(C)C	101	118	114	109	105	102	107	.
CC(=O)O[C@@H]1C[C@]2(C)[C@@H](C3(C)OCCO3)CC[C@H]2[C@@H]2C[C@H]3O[C@]34CC3(CC[C@]4(C)[C@H]21)OCCO3	103	108	96	108	99	102	96	107

Source: PubChem BioAssay (NCI)
